Screening results (PubChem)
SIAH1 antagonists: blockers of Siah-1 interaction with plectin peptide – biochemical, fluorescence polarization, rhodamine-plectin, uHTS, primary screen (AID 1817) | Siah-1 / rhodamine-plectin peptide fluorescence polarization; higher % means a stronger effect | displacement, % at 20 µM; hits with a dose series show IC50 in µM | 290,000 compounds, 0.02% hits;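 active = displacement of at least 50% at 20 µM, with a fluorescence ratio check between 0.3 and a set limit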;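 note: plate controls were Siah plus tracer with DMSO for no effect and tracer alone without Siah for full effect; strong numbers were not always called active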
LYP inhibition: PTPN22 lymphoid phosphatase activity blockers – biochemical, fluorescence intensity, uHTS (AID 1779). recombinant LYP phosphatase, fluorescence intensity; higher % means a stronger effect. one-dose inhibition, % at 11.5 µM; IC50 in µM for titrated hits. 290,000 compounds, 0.054% hits;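 note: plate controls were vehicle with enzyme for no effect and no enzyme for full effect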
HIV fusion peptide: cell-free HIV fusion peptide-binding blockers – biochemical, uHTS, fluorescence dequenching, primary screen (AID 1986). cell-free peptide binding, fluorescence dequenching, 30 min; higher % means a stronger effect. one-dose inhibition, % at 20 µM; IC50 in µM for titrated hits. 290,000 compounds, 0.3% hits; in the data active = inhibition mostly above about 52%, no sharp cut-off; inactive = mostly below about 76%; note: some results filed as inactive read as strong as hits
AID2073: disruptors of CaV2.2 binding to Mint1 – biochemical, HTRF (AID 2073). HTRF protein-protein interaction, Mint1-CaV2.2; higher % means a stronger effect. one-dose inhibition, % at 20 µM; IC50 in µM for titrated hits. 290,000 compounds, 0.19% hits; in the data active = inhibition mostly above about 51%, no sharp cut-off; note: some results filed as inactive read as strong as hits
NOD2 inhibition: inhibition of NOD2-driven NF-kB reporter – cell-based, luminescence, uHTS, HEK293 (AID 1566); HEK293 NOD2/NF-kB luciferase reporter, luminescence; higher % means a stronger effect; inhibition, % at 4 µM, or EC50 in µM where a hit was titrated; 290,000 compounds, 0.63% hits; note: many of its hits are not listed in these tables
XIAP antagonists: small molecules displacing peptide from XIAP – biochemical, IAP family, fluorescence polarization (AID 1018); XIAP BIR domain, fluorescence polarization peptide displacement; higher % means a stronger effect; displacement, % at 20 µM; hits with a dose series show IC50 in µM; 200,000 compounds, 0.007% hits; in the data active = displacement above about 50%; note: a part of the inactive calls stands beside numbers as strong as those of hits
Lipid droplet: hepatic lipid droplet formation modulation | AML12 mouse hepatocytes, oleate lipid droplets, BODIPY imaging | inhibition, % at 6.5 µM | 240,000 compounds, 0.4% hits | AID 1656;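 active = lipid droplet intensity inhibited by at least 50%, with more than 500 cells counted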
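Technique: fluorescence imaging, 20x objective, two fields per well / Assay system: AML12 hepatocytes (mouse) / Measure: % inhibition of lipid droplet signal / Doses: 6.5 µM single-point dosing / Incubation: overnight exposure / Reagent: 100 µM oleic acid challenge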
Myeloid diff MLP: compounds promoting myeloid differentiation; ER-HoxA9 myeloid progenitors, lysozyme-GFP differentiation, flow cytometry; AID 624256; 360,000 compounds, 1% hits; calls only at 10 µM;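 active = normalized GFP-positive differentiation at or above the plate's own cutoff, the solvent-only control mean plus 3 SD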;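 note: cells exposed to compound for four days before flow analysis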
NS5 inhibitors: Dengue-2 NS5 methyltransferase inhibitors, primary screen, biochemical, confirmation dose response (AID 588689); Dengue-2 NS5 methyltransferase capping enzyme assay, biochemical; higher % means a stronger effect; inhibition, % at 25 µM; hits with a dose series show IC50 in µM; 340,000 compounds, 0.3% hits; in the data active = a potency from the dose series
Lipid droplet cells 6.5 µM: recorded beside Lipid droplet, whose call it bears; cell count; measured here: cell count, cytotoxicity flag;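 cells counted across two imaged fields per well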
Myeloid diff MLP GFP+ MAC1+ %: recorded beside Myeloid diff MLP, whose call it bears; GFP+ MAC1+ double positive, %; measured here: differentiation confirmed by MAC1 staining
An asterisk follows results filed as active; i = inactive; . = not tested or not shown; + = active, no number. Cut-off read from the data, not from the text of the source, unless noted: active = inhibition above about 50%; inactive = the rest. This is a subset; count on the stated rates, not on these rows.

Each structure is followed by: SIAH1 antagonists	LYP inhibition	HIV fusion peptide	AID2073	NOD2 inhibition	XIAP antagonists	Lipid droplet	Lipid droplet cells 6.5 µM	Myeloid diff MLP	Myeloid diff MLP GFP+ MAC1+ %	NS5 inhibitors
#1 O=C(CSc1ccc2ccccc2n1)Nc1ccc(N2CCOCC2)cc1
 : -12%	-8%	-2.1%	8%	0%	-5.0%	-17	728	i	0.4	-1%
#2 Fc1cc2[nH]c(=S)[nH]c2c(Br)c1N1CCSCC1
 : 0%	-2%	2.1%	-17%	-5%	.	6	682	i	0.1	-6%
#3 Cc1nn(Cc2ccc(C(=O)NN)o2)c(C)c1Cl
 : -4%	-10%	-1.9%	4%	6%	.	0	715	i	0.8	-4%
#4 Cc1cccc(/N=C/c2sc3ccccc3c2O)n1
 : -8%	-6%	12%	19%	-199%	.	27	695	i	0.9	-3%
#5 Cc1c(C(=O)N2CCCCC2)c(S(=O)(=O)N(C)Cc2ccccc2)c(C)n1C
 : -3%	-12%	1.0%	7%	-3%	.	-2	698	i	1.4	-2%
#6 COc1cccc(Nc2nc3ccccc3nc2NS(=O)(=O)c2ccc(NC(C)=O)cc2)c1
 : -2%	-6%	15%	26%	-52%	.	-1	649	i	2.7	0%
#7 Cn1c(NCc2ccc(Cl)cc2)nc2ccccc21
 : -2%	2%	-0.7%	5%	-125%	-4.7%	0	658	i	0.2	.
#8 CC(Sc1ccc2nnc(-c3ccc(F)cc3)n2n1)C(=O)O (configuration not stated)
 : 2%	-3%	0.5%	34%	3%	0.3%	5	709	i	0.8	-1%
#9 CC1CCCC(C)N1C(=O)Cc1ccccc1 (configuration not stated)
 : -3%	-6%	-2.9%	2%	8%	-2.0%	2	861	i	6.9	-4%
#10 CC(C)(C)OC(=O)N1CCC(C(=O)N[C@@H](Cc2ccccc2)C(=O)O)CC1
 : 1%	-6%	1.9%	14%	15%	-2.1%	10	789	i	0.7	-7%
#11 Cc1ccc(-c2csc3ncnc(-n4nnc5ccccc54)c23)cc1
 : 3%	-7%	-0.6%	13%	-7%	-1.9%	-28	551	i	0.1	-3%
#12 O=C(CCc1nnc(CCc2ccccc2)o1)N1CCCC1c1nccs1 (configuration not stated)
 : 0%	-5%	-0.1%	18%	-15%	-5.4%	-3	743	i	0.1	1%
#13 COc1ccc(OCCSc2nnc(CC(=O)Nc3cccc(Cl)c3Cl)n2C)cc1
 : 0%	-4%	-2.7%	2%	-26%	-2.6%	5	774	i	4.5	-12%
#14 O=C(C1=C[C@@H](C2CCCCC2)C[C@@H](OCCCCO)O1)N1CCN(Cc2ccccc2)CC1
 : -7%	-8%	0.2%	-8%	4%	-6.7%	-3	696	i	1.6	-1%
#15 CC(=O)OC(C(=O)NCc1ccco1)c1cccnc1 (configuration not stated)
 : 2%	2%	3.5%	-9%	-2%	-10%	-5	668	i	0.8	-4%
#16 CCOC(=O)C1=C(CSc2nc(C)cc(C)c2C#N)OC(N)=C(C#N)C1c1ccccc1 (configuration not stated)
 : -8%	4%	-3.1%	10%	-14%	-24%	.	.	i	0.7	-4%
#17 COc1ccc(Cn2nnnc2C(c2cc3cc(C)cc(C)c3[nH]c2=O)N2CCOCC2)cc1 (configuration not stated)
 : 0%	-2%	0.3%	6%	-16%	-8.7%	-57	434	i	8.6	-1%
#18 O=C(Nc1cccc(Br)c1)/C(=C\c1cccnc1)NC(=O)c1ccco1
 : -2%	-4%	0.8%	0%	15%	-6.4%	.	.	i	1.0	-2%
#19 CCOc1ccc(-c2nc(CSCC(=O)NCCCN3CCCC3=O)c(C)o2)cc1
 : -3%	-8%	-0.2%	4%	22%	.	1	760	i	0.4	-4%
#20 CC(C)C(=O)Nc1ccc2c(c1)nc(CCN1CCN(C)CC1)n2C
 : 2%	-3%	-0.8%	10%	0%	-1.6%	.	.	i	0.6	4%
#21 CC(=O)C1C(=O)C=C(c2ccco2)CC1c1ccccc1 (configuration not stated)
 : 2%	2%	19%	-7%	5%	-0.3%	3	777	i	0.0	-9%
#22 c1ccc2cc3c(NCCN4CCOCC4)ccnc3cc2c1
 : -2%	-8%	13%	8%	12%	-4.3%	-28	607	+	8.7*	-5%
#23 NC(=S)N=Nc1c(O)[nH]c2cc(F)c(F)cc12
 : 2%	9%	0.2%	-8%	-6%	-8.5%	-4	631	i	0.3	3%
#24 CCOC(=O)Cc1csc(NC(=O)COc2ccc(C)c(C)c2)n1
 : 0%	-1%	-1.0%	-2%	-5%	-4.8%	4	617	i	0.3	-8%
#25 CC(=O)CCc1ccc(OCC(O)CNCCOc2ccc(C)cc2)cc1 (configuration not stated)
 : 4%	-10%	0.5%	-6%	6%	.	-10	798	i	1.2	-7%
#26 CCN(CC)CCNC(=O)c1ccc(NS(=O)(=O)c2ccc3c(c2)OCCO3)cc1
 : -4%	-2%	-1.1%	9%	17%	-5.4%	0	654	i	0.4	-5%
#27 CCCCn1c(N)c(N(CCOC)C(=O)COC(=O)c2ccccc2OCC)c(=O)[nH]c1=O
 : 4%	-9%	0.9%	10%	-2%	.	1	857	i	0.7	3%
#28 Cc1cc(Nc2ccc(C)c(Br)c2)n2nc(C)nc2n1
 : 0%	-7%	-0.9%	-4%	9%	-6.0%	-1	736	i	1.5	-9%
#29 Cc1ccc(S(=O)(=O)N(CC(=O)NC2CCCCCC2)c2ccccc2F)cc1
 : 2%	2%	-3.1%	-7%	-2%	-27%	-10	763	i	0.9	-2%
#30 O=C(NCc1cccnc1)c1ccc(Cl)c(S(=O)(=O)Nc2ccccc2C(=O)NCc2cccnc2)c1
 : 5%	-5%	0.0%	15%	7%	-7.7%	0	697	i	0.1	-6%
#31 O=C(NC(=S)NC1CCSC1=O)c1ccccc1Cl (configuration not stated)
 : 3%	-3%	3.1%	-1%	7%	-8.0%	.	.	i	0.4	-3%
#32 C=C(C)c1cccc(C(C)(C)NC(=O)Nc2ccccc2OCC)c1
 : 17%	-7%	3.6%	5%	-6%	-3.1%	52*	671*	i	0.4	3%
#33 C/C(N)=C(/C#N)C(=O)COC(=O)CNC(=O)c1ccc(Cl)cc1Cl
 : 1%	0%	0.2%	9%	0%	-4.9%	11	684	i	1.0	-4%
#34 COc1cccc(CN2CC(C(=O)NCc3cnn(C)c3)CCC2=O)c1 (configuration not stated)
 : 6%	-12%	0.4%	2%	3%	.	-4	785	i	1.1	4%
#35 CCn1cnc2cc(NCc3ccc(OC)cc3)ccc21
 : 2%	-2%	-1.9%	8%	-24%	-2.1%	.	.	i	1.1	1%
#36 CC1CCc2ccccc2N1C(=N)N(C)C (configuration not stated)
 : 1%	-6%	0.8%	-9%	4%	-4.1%	.	.	i	0.5	1%
#37 CC1CCCC(C)N1CCNC(=O)Nc1ccc(Cl)cc1 (configuration not stated)
 : 5%	-9%	4.0%	-9%	-3%	-1.4%	13	774	i	0.9	-7%
#38 Cc1cc(C)n(/C(=C\N(C)C)C(=O)c2ccc(Cl)cc2)n1
 : -4%	4%	-1.0%	4%	12%	-6.0%	15	714	i	0.3	-4%
#39 Cc1ccc(C(=O)N/N=C2\CCc3ccccc32)c(C)c1
 : -4%	-9%	-1.7%	6%	-96%	-8.1%	49	719	i	1.0	3%
#40 Cc1ccccc1NC(=O)COC(=O)c1c[nH]c(=O)[nH]c1=O
 : 4%	-5%	0.6%	2%	13%	-3.0%	5	667	i	0.1	-9%
#41 O=C(NCc1ccccc1)c1ccc(CSc2ccccc2)o1
 : 6%	-6%	-0.9%	-18%	6%	-2.0%	-27	686	i	0.4	-7%
#42 CC(OC(=O)CC1CC2CCC1C2)C(=O)Nc1ccc(N2CCOCC2)cc1 (configuration not stated)
 : 20%	-1%	-2.4%	-9%	9%	-2.2%	-9	697	i	0.9	-10%
#43 c1cn2cc(CSC3CCCCC3)nc2s1
 : -4%	-5%	-0.5%	-13%	-91%	-4.9%	3	759	i	0.3	12%
#44 COc1ccc(-c2nc3scc(-c4ccccc4)n3n2)cc1
 : 7%	-4%	-1.4%	1%	-5%	7.9%	-37	754	i	1.4	-6%
